Bioassay records from PubChem.
CendR NRP1 mod = modulators of CendR peptide binding to human neuropilin-1; 360,000 compounds, 0.85% hits; FAM-RPARPAR peptide binding to NRP-1, fluorescence polarization; inhibition, % at 25 µM; O14786;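 active = inhibition or corrected inhibition above about 18%, plus a signal ratio from 0.5 to 1.5, limit read from the data, passing the limit was not always enough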; note: strong numbers were not always called active
Target sequence (O14786 whole entry, looked up): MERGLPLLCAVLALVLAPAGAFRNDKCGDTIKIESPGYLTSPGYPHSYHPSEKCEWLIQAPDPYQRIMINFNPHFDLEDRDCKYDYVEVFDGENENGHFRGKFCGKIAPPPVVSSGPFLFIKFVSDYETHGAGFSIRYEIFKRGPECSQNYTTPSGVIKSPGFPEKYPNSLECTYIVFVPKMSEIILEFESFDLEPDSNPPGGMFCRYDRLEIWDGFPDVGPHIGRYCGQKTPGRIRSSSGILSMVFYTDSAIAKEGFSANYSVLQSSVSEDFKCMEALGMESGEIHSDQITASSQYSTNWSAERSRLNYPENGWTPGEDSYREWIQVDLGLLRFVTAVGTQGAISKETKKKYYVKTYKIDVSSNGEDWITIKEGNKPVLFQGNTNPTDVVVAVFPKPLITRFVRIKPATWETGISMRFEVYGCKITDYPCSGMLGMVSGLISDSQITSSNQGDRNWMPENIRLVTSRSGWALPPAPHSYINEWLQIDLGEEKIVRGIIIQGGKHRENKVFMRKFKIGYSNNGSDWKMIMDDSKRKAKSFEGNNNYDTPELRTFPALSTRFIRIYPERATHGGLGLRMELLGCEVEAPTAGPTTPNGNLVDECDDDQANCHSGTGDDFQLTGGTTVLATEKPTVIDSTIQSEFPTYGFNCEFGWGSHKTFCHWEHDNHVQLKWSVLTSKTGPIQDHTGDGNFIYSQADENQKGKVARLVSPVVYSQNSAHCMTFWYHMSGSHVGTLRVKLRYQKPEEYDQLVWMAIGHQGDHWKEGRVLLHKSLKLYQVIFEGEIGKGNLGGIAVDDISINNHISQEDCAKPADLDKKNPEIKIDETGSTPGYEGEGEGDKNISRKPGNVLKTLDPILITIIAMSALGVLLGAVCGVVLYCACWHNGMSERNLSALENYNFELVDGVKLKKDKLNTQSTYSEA
TbMetRS inhib = blocks T. brucei methionyl-tRNA synthetase activity | purified T. brucei MetRS, ATP depletion, Kinase-Glo luminescence | inhibition, % at 11.9 µM | 360,000 compounds, 0.4% hits | AID 624268;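 active = inhibition above a per-plate cutoff of the control wells' mean inhibition plus 3 SD, cut at about 5.5% in these data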;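 note: 0% = DMSO wells median and 100% = median of wells with control inhibitor compound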
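assay system = parasite MetRS enzyme | timing = 15 min preincubation, 2 h reaction, all 25 °C | evaluation = percent inhibition relative to median high and low control wells | medium = HEPES buffer containing pyrophosphatase, BSA, spermine, DTT | compound = single dose, 11.9 µM final nominal, 0.9% final DMSO | detection = Kinase-Glo luminescence, ATP depletion format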
MT1-MMP act inh = MT1-MMP (human) activation inhibition | P50281 | 360,000 compounds, 0.061% hits | GFP/RFP ratio change, % at 20 µM | HT1080 RFP-PRO-GFP cells, GFP/RFP ratio fluorescence, overnight; percent of plate control window, DMSO zero | AID 651647;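 active = GFP/RFP ratio change of at least 30% with cell ATP level not reduced by more than half and red fluorescence within 50% of control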; note: strong numbers were not always called active
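Read-out: GFP/RFP fluorescence ratio; Test system: RFP-PRO-GFP reporter HT1080 cells; Compound dosing: single-point 20 µM compound, 1% DMSO; Times: overnight compound exposure at 37 °C.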
SKN-1 block = inhibitors of C. elegans SKN-1 | 360,000 compounds, 0.49% hits | inhibition, % at 21.8 µM | AID 624304 | C. elegans VP596 Pgst-4::GFP/RFP ratio, acrylamide-induced, 24 h;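 active = interference check ratio from 0.5 to 1.5 plus GFP to RFP signal ratio inhibition reaching or exceeding a fixed threshold, cut at about 30% in these data, passing the limit was not always enough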; note: some compounds called inactive have numbers as strong as hits
E coli Lon inh = E. coli protease La inhibition. P0A9M0. purified E. coli Lon protease, fluorescence polarization. inhibition, % at 7.94 µM. 360,000 compounds, 0.42% hits. AID 602123; in the data active = inhibition above about 13%, passing the limit was not always enough;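 note: 0% = enzyme with probe and DMSO and 100% = no enzyme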
bovine MsrA act = activates bovine MsrA enzyme | purified bovine MsrA, absorbance read-out | activation, % at 10.6 µM | 360,000 compounds, 0.3% hits; in the data active = activation above about 7.5%;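 note: 0% = vehicle and 100% = reference activator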
FAS TE block = FAS thioesterase (human) inhibition. P49327. recombinant FAS-TE, OMFH fluorogenic substrate, fluorescence endpoint. inhibition, % at 15 µM. 360,000 compounds, 0.67% hits. AID 602261;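 active = compounds whose normalised, plate-corrected inhibition of enzyme fluorescence in the single-dose primary screen is 50% or more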;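 note: 0% = DMSO with enzyme and 100% = substrate without enzyme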
MsrA inh = inhibitors of bovine MsrA; purified bovine MsrA, absorbance read-out; 360,000 compounds, 0.75% hits; inhibition, % at 15.5 µM; AID 651718; in the data active = inhibition above about 4.5%;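 note: 0% = vehicle wells with enzyme and 100% = reference inhibitor wells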
PABP1 MLLE inh = blocks PAM2 peptide binding to the PABP1 MLLE domain; P11940; GST-MLLE / FITC-PAM2 fluorescence polarization; inhibition, % at 20 µM; 360,000 compounds, 0.36% hits; in the data active = inhibition above about 35%, passing the limit was not always enough;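 note: plate controls were DMSO wells with GST-MLLE for no effect and wells lacking GST-MLLE protein for full effect; some results filed as inactive read as strong as hits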
An asterisk follows results filed as active; nt = not tested or not shown.

SMILES	CendR NRP1 mod	TbMetRS inhib	MT1-MMP act inh	SKN-1 block	E coli Lon inh	bovine MsrA act	FAS TE block	MsrA inh	PABP1 MLLE inh
COc1ccccc1NC(=O)c1ccc2c(c1)N(CC(=O)NC(C)(C)C)C(=O)C(C)(C)O2	5	0.0	-1	13	-1	0	0	-1.7	8
COc1ccccc1NS(=O)(=O)c1cc(N/C(=N/S(=O)(=O)c2ccccc2)c2ccc(F)cc2)ccc1Cl	7	-0.2	5	23	0	1	22	1.6	9
CCOC(=O)c1cccnc1NC(=O)c1ccncc1	-10	0.1	0	11	2	-4	-11	1.5	-9
O=C1NC(=O)C(CCc2ccccc2)(c2ccccc2)N1 (stereo not drawn)	4	-0.3	0	0	-12	-2	-8	-0.6	7
CCCCSc1nc(N)c(C#N)c(-c2cccs2)c1C#N	-12	0.2	7	17	-3	-2	31	-1.3	-9
O=C(COC(=O)c1cc(=O)[nH]c2ccccc12)NCc1ccccc1Cl	15	-0.2	0	33	-4	-3	2	0.3	9
O=C(c1ccccc1)N1CCN(C(=O)c2cc3ccccc3oc2=O)CC1	11	-0.4	1	19	2	0	-3	-0.5	4
COc1ccc(NC(=O)C2(C)CCN2CCOc2ccc(C)cc2)cc1OC (stereo not drawn)	7	0.3	-2	20	4	1	2	0.8	2
Cc1ccc(C(=O)CSc2nnc(-c3ccco3)n2CC2CCCO2)cc1 (stereo not drawn)	-9	-2.3	2	-11	-3	-7	-7	-1.2	14
CCOC(=O)[C@@H]1[C@H]2COc3ccccc3[C@@H]2N2C(=O)N(c3ccccc3)C(=O)[C@]12C	0	-0.3	0	11	9	-1	-1	-0.7	-3
Cc1cc(O)c2c(c1)C(O)(C1OC(CO)C(O)C(O)C1O)c1cccc(O)c1C2=O (stereo not drawn)	20	-0.2	1	3	17	-3	-6	1.0	3
N#CC1=C(N)N(c2ncn[nH]2)C2=C(C(=O)CCC2)C1c1ccc(F)cc1 (stereo not drawn)	17	-0.3	5	3	-9	-1	-27	1.3	10
Cc1cc(NC(=O)CCC(=O)N(Cc2cccs2)C(C(=O)NC2CCCC2)c2ccccc2)no1 (stereo not drawn)	-11	-1.8	-7	-5	-1	-5	-4	-1.3	9
Cc1cc(N2CCN(C(=O)c3ccco3)CC2)n2nc(-c3cccc(F)c3)cc2n1	-2	0.3	2	8	1	-2	11	-0.1	-1
Cc1cc(OCC(=O)Nc2ccccn2)c2c(C)c(C)c(=O)oc2c1	1	0.0	2	-7	2	0	-6	0.8	-16
COc1cccc(C(=O)NCCS(=O)(=O)N(C)C2CCCCC2)c1	6	-0.3	2	13	-9	-1	-6	0.7	-2
COc1ccc(Cc2nc3ccc(C(=O)N(C)C(C)c4ccon4)cc3o2)cc1 (stereo not drawn)	10	-0.2	0	-3	-5	-2	-1	1.6	6
Cc1cc(C)n2nc(SCC(=O)NC(=O)c3ccc(OC(F)F)cc3)nc2n1	-2	0.1	3	7	4	-1	-2	0.2	3
COC(=O)c1c(NC(=O)CN2CCN(C(=O)c3ccco3)CC2)c2cc(C)ccc2n1C	-2	-2.0	0	-1	-1	-5	-5	0.4	-29
C/C=C/c1ccc(OCC(=O)Nc2cc(S(=O)(=O)N3CCOCC3)ccc2N2CCCC2)c(OC)c1	-5	-0.3	0	-14	1	-4	26	-1.0	-29
S=C(Nc1ccccc1)N(CCN1CCOCC1)Cc1cccc(Cl)c1	-11	-0.5	-2	1	-1	-3	11	0.8	-47
CN(C)S(=O)(=O)c1ccc(Cl)c(NC(=O)CN2CCNC(=O)C2)c1	-8	-1.0	-1	-13	6	-8	-5	-0.4	11
Cc1cc(C(=O)COC(=O)c2ccc(F)cc2)c(C)n1C	2	-0.4	1	2	-4	-2	-1	-0.6	6
CC(C)(C)CC(=O)Nc1ccccc1N1CCN(c2ccc(F)cc2)CC1	2	-2.4	1	18	-5	-8	29	0.2	-10
O=C(Cc1cccc2ccccc12)OCn1nnc2ccccc2c1=O	-9	-0.4	5	-7	-8	-2	28	-0.4	-3

(further entries)
SMILES	CendR NRP1 mod	TbMetRS inhib	MT1-MMP act inh	SKN-1 block	E coli Lon inh	bovine MsrA act	FAS TE block	MsrA inh	PABP1 MLLE inh
CC(C)[C@H](NC(=O)c1cccc(CN(Cc2ccccc2)C(=O)c2ccccc2)c1)C(=O)O	-6	-0.7	0	-7	7	-8	-6	0.3	4
CNc1nnc(CSc2nc(C)cc(C)n2)s1	1	-1.7	2	-3	4	-10	3	-0.4	-15
Cc1ccc2c(SCC(=O)NCc3ccco3)nc(-c3ccc(F)cc3)nc2c1	2	-0.5	4	7	-17	-1	-5	-0.3	13
O=C(CSC1=NS(=O)(=O)c2cc(F)ccc2N1)Nc1cccc(F)c1	-2	-0.1	-1	13	-3	0	-5	0.1	11
COC(=O)c1c(NC(=O)COC(=O)CNC(=O)C2CCCCC2)sc(C)c1C	3	-0.1	3	0	-6	-3	-5	0.0	-4
CCCN(C)C[C@H]1Oc2ncc(Br)cc2C(=O)N([C@@H](C)CO)C[C@@H]1C	-3	-0.9	-2	-4	-9	-5	-6	1.9	8
N/C(COc1ccccc1)=N\NS(=O)(=O)c1ccccc1	20	-2.2	1	-2	-8	0	-6	0.6	-3
CC(C)(C)c1ccc(O)c(N=Cc2cc3c(cc2[N+](=O)[O-])OCO3)c1	18	-0.3	-1	-16	-97	-8	1	0.5	12
C/C(=N\NC(=O)c1ccncc1)c1cccnc1	13	-0.2	-1	10	3	-3	-3	-0.3	-2
Cc1cc(Cl)ccc1NNC(=O)c1cccs1	4	-0.4	-4	15	8	0	-1	-1.0	0
O=C(Cn1cnc2c(NCc3ccccc3)ncnc21)NCC1CCCO1 (stereo not drawn)	-15	-0.8	2	-12	-1	-8	-10	1.4	8
CN(c1ccccc1C(=O)Nc1ccc(S(=O)(=O)N2CCCC2)cc1)S(C)(=O)=O	-2	-0.5	0	8	-2	-4	-3	0.7	-4
O=S(=O)(Nc1ccc(Cc2ccncc2)cc1)c1cccs1	-8	-0.5	7	8	11	-1	-3	-0.3	-8
CCOc1cc(-c2cc(-c3ccc(NC(C)=O)cc3)nc(N)c2C#N)ccc1O	-11	-0.6	1	1	-3	-4	2	3.2	0
CC12COC3(C(=O)Nc4ccccc4)CC1CCC32C (stereo not drawn)	7	-0.6	2	3	-5	-3	-1	1.5	-1
COc1ccc(-n2nnc3c(=O)n(Cc4cc(C)ccc4C)cnc32)cc1	-11	-0.3	4	6	-4	-3	-1	0.9	-5
Cc1ccc(-c2nnc(-c3ccc4c(c3)OCO4)o2)cc1	-1	-0.7	-2	1	-3	-5	4	-0.8	16
COc1cccc(-c2cc(=O)c3cc(NC(C)=O)ccc3[nH]2)c1	9	-0.5	11	-18	1	-6	-6	1.9	4
COc1ccc2cc(C#N)c(Nc3cccc(F)c3)nc2c1	0	-0.5	2	6	-9	-7	1	0.5	8
Cn1nnnc1SCCNCc1cc(Cl)ccc1OCc1ccccc1	9	0.6	1	8	-1	1	8	-2.2	11
CC(C)NC(=O)Nc1cccc2c1O[C@H](CN(C)C(=O)NC1CCCCC1)[C@@H](C)CN([C@H](C)CO)C2=O	4	-0.3	2	6	0	-3	14	0.9	-4
COc1cc(C(=O)OCC(=O)NC2CCCCC2)cc(OC)c1OC	6	-0.4	6	4	2	1	-2	0.9	-6
O=C(Nc1ccc(F)cc1F)c1ccco1	-1	-1.0	0	-17	-4	-8	-6	0.8	2
O=C(NCc1ccccc1)c1cc(C2CCCCN2S(=O)(=O)c2cccs2)on1 (stereo not drawn)	6	-0.1	1	7	-7	0	7	-1.0	3
Cc1ccccc1/C=C\c1nc2ccccc2c(=O)[nH]1	-6	-1.2	-4	2	2	-8	-4	0.8	18

Additional results
SMILES	CendR NRP1 mod	TbMetRS inhib	MT1-MMP act inh	SKN-1 block	E coli Lon inh	bovine MsrA act	FAS TE block	MsrA inh	PABP1 MLLE inh
CC(=O)c1cccc(NC(=S)NC(=O)c2cccc(C)c2)c1	-8	-0.8	-13	-10	4	-5	4	2.1	36
CC(C)CCNC(=O)C1CCC(CNc2c(N3CCCC3)c(=O)c2=O)CC1 (stereo not drawn)	-20	0.5	1	-6	8	-2	0	-0.4	-4
CC(C)(C)OC(=O)NCCc1nnc(SCc2c(Cl)cccc2Cl)o1	5	-1.9	-5	6	-5	-12	9	-0.1	14
CCCc1nc2ccccc2n1CCOc1ccccc1	13	-0.1	15	6	2	0	-2	0.5	-11
CC(C)c1ccc(NC(=O)C2CC(=O)Nc3nc4ccccc4n32)cc1 (stereo not drawn)	2	0.6	0	-8	0	-1	-2	-1.1	2
O=C(NCc1ccccc1)C1c2ccccc2Oc2ccccc21	-5	-0.6	-4	-4	2	-8	0	0.9	2
NC(=O)c1ccc(C(=O)N/N=C/c2cccc(Oc3ccccc3)c2)cc1	-5	-0.1	5	2	-11	3	2	1.3	-13
C[C@H](CO)N1C[C@H](C)[C@H](CN(C)C(=O)Cc2cccnc2)Oc2ncc(Br)cc2C1=O	-3	0.2	-3	-4	-2	7	-6	-0.1	19
CCOC(=O)c1c(NC(=O)C2CCCO2)sc(C(N)=O)c1C (stereo not drawn)	6	-0.7	1	11	-9	-3	-10	0.1	16
CN1C[C@@H]2[C@@H]3C(=O)N(Cc4ccccc4)C(=O)[C@@H]3[C@](C)(C1=O)N2C(=O)c1ccc(C(F)(F)F)cc1	-1	-0.5	22	1	-2	1	-6	-1.6	-4
CC1CCC(NC(=O)c2ccc3c(c2)S(=O)(=O)c2ccccc2C3=O)CC1 (stereo not drawn)	-6	-0.1	1	-4	-4	-3	29	-0.2	-1
CCCCCn1c(=N)c(S(=O)(=O)c2ccc(Cl)cc2)cc2c(=O)n3cccc(C)c3nc21	3	-1.0	3	8	1	-5	29	nt	10
CCC(=O)N[C@@H]1CC(C(C)(C)NC(=O)CC)CC=C1C (stereo partly drawn)	-1	-1.1	3	-5	-10	-6	-6	-0.4	3
CC(NC(=O)c1ccc(Br)o1)c1ccccc1 (stereo not drawn)	4	-1.4	-2	-2	-13	-10	-1	0.4	6
Cc1ccc(N2C(=O)CCC2=O)c(C)c1	-10	-0.5	-2	5	7	-1	-8	-1.2	-1
COc1ccc2ccccc2c1CNC(=O)CC1C(=O)NCCN1CC(C)(C)C (stereo not drawn)	-59	-0.5	-7	0	-22	-3	-7	0.3	-26
CCOC(=O)c1cc(C)sc1NC(=O)CSC1=NCCS1	-3	-0.3	3	-2	-7	-10	11	0.3	1
CCS(=O)(=O)N1CCC2(CC1)OCCN2S(=O)(=O)c1ccc(OC)cc1	10	-0.3	2	19	-1	-1	-8	-0.9	-2
O=S(=O)(c1cnccc1N1CCN(/N=C/c2ccccc2)CC1)N1CCCCC1	0	-1.2	1	14	3	-4	16	-0.2	10

Part of the list above, as labelled records.
Molecule: CCCCSc1nc(N)c(C#N)c(-c2cccs2)c1C#N
  CendR NRP1 mod = -12	TbMetRS inhib = 0.2	MT1-MMP act inh = 7	SKN-1 block = 17	E coli Lon inh = -3	bovine MsrA act = -2	FAS TE block = 31	MsrA inh = -1.3	PABP1 MLLE inh = -9
Molecule: CC(C)[C@H](NC(=O)c1cccc(CN(Cc2ccccc2)C(=O)c2ccccc2)c1)C(=O)O
  CendR NRP1 mod = -6	TbMetRS inhib = -0.7	MT1-MMP act inh = 0	SKN-1 block = -7	E coli Lon inh = 7	bovine MsrA act = -8	FAS TE block = -6	MsrA inh = 0.3	PABP1 MLLE inh = 4

No enrichment for hits. Share with any hit: about 4%.
